Screens (PubChem BioAssay)
NOD2 inhibition: inhibition of NOD2-driven NF-kB reporter – cell-based, luminescence, uHTS, HEK293 (AID 1566) | actives 0.63% (n = 290,000) | HEK293 NOD2/NF-kB luciferase reporter, luminescence; higher % means a stronger effect | inhibition, % at 4 µM; hits with a dose series show EC50 in µM; also: many of its hits are not listed in these tables
TNAP activators: human TNAP enzyme activators, primary screen, biochemical, luminescent, no phosphate acceptor, uHTS (AID 1001) | purified TNAP, luminescent activation assay, no phosphate acceptor; higher activation fold means a stronger effect | actives 0.03% (n = 200,000) | activation fold at 20 µM; hits with a dose series show EC50 in µM; in the data active = activation fold from about 3, or a potency from the dose series; inactive = the rest, 99 in 100 with activation fold below about 1.6; also: many of its hits are not listed in these tables
GPR55 beta-arrestin: GPR55 agonists via beta-arrestin recruitment, primary screen, imaging, U2OS cells, beta-arrestin-GFP redistribution (AID 1961) | activation, % at 10 µM; hits with a dose series show EC50 in µM | U2OS GPR55 beta-arrestin-GFP redistribution imaging; higher % means a stronger effect | actives 0.048% (n = 290,000);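 active = activation above 40% with more than 50 cells counted in the well; inconclusive = wells holding fewer than 50 cells, flagged as toxic or sparse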;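 also: U2OS osteosarcoma cells stably expressing GPR55 and beta-arrestin-GFP; plate controls were DMSO negative control for no effect and LPI positive control for full effect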
NTR1 ag: NTR1-driven beta-arrestin-GFP spot formation – imaging, U2OS cells, high content, primary screen (AID 493036); agonist mode; activation, % at 20 µM; actives 0.17% (n = 330,000);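 active = activation at or above 40% of the spot to cytoplasm intensity ratio, with at least 20 cells analyzed; inconclusive = wells under 20 cells, flagged as cytotoxic or low count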;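 also: 0% = DMSO without peptide and 100% = 100 nM NTR1 peptide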
Target sequence (P30989 whole entry, looked up): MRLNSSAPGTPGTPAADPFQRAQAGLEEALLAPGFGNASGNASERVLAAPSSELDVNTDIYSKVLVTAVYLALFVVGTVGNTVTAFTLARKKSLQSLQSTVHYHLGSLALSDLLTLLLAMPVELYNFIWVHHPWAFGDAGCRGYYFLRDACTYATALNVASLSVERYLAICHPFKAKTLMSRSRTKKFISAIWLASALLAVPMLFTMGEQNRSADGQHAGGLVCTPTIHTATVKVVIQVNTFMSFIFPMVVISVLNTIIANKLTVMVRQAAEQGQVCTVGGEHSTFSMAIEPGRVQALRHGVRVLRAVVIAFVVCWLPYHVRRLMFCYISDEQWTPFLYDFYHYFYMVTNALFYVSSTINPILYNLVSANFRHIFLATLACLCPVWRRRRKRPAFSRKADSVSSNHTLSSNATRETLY
CSM14.1 death rescue: rescue of cells from ER stress-induced death, primary screen, 384-well, CSM14.1, thapsigargin, ATP luminescence (AID 1222); CSM14.1 thapsigargin-induced death rescue, ATP luminescence; higher % means a stronger effect; cellular ATP content (survival), % at 20 µM; hits with a dose series show EC50 in µM; 190,000 tested, under 10 active;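 active = EC50 below 50 µM in the dose-response confirmation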;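 also: death triggered by thapsigargin at about 15 µM added after 2 h compound pretreatment; cell ATP read after overnight thapsigargin exposure of roughly 18 to 22 hours; normalized against plate controls of thapsigargin alone and 5% DMSO vehicle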
NOD1 inhibition: NOD1 signaling inhibitors, primary screen, cell-based, luminescence, uHTS (AID 1578). NOD1-driven NF-kB luciferase reporter cells, luminescence; higher % means a stronger effect. inhibition, % at 4 µM; hits with a dose series show EC50 in µM. actives 1% (n = 290,000); in the data active = inhibition mostly above about 36%, no sharp cut-off; inactive = mostly below about 34%;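 also: HEK-293T reporter cells stimulated with the NOD1 agonist gamma-tri-DAP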
Yfh1-depleted yeast: mitochondrial function rescue without frataxin homolog – Friedreich's ataxia, plus single-dose screen, dose response (AID 1465); S. cerevisiae Yfh1-off respiration, WST-1 reduction, 72 h; higher fold induction means a stronger effect; fold induction at 50 µM, or EC50 in µM where a hit was titrated; actives 0.074% (n = 220,000);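 active = fold induction of absorbance versus untreated yeast above a set limit, then at least 30% activation at any dose in follow-up; inconclusive = repeats straddling the limit, or above it without dose testing; inactive = fold induction below the set limit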;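 also: activators that raise dye reduction in frataxin-depleted yeast; strong numbers were not always called active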
KOR beta-arrestin-1: KOR agonists, beta-arrestin recruitment, primary screen, cell-based, luminescence, uHTS (AID 1777). KOR beta-arrestin recruitment, luminescence; higher % means a stronger effect. activation, % at 10 µM; hits with a dose series show EC50 in µM. actives 0.02% (n = 280,000); in the data active = activation above about 50%, passing the limit was not always enough; also: a part of the inactive calls stands beside numbers as strong as those of hits
KOR beta-arrestin-2: kappa opioid receptor blockers – cell-based, luminescence, uHTS (AID 1778); actives 0.091% (n = 290,000); inhibition, % at 10 µM, or IC50 in µM where a hit was titrated; KOR beta-arrestin recruitment, luminescence, antagonist mode; higher % means a stronger effect; also: strong numbers were not always called active
NTR1 ag cell count 20 µM: recorded beside NTR1 ag, whose call it bears; cell count; measured here: cell count, cytotoxicity flag
Starred values were filed as active, the others as inactive; i = inactive; ? = inconclusive; nt = no result given; [ ] = remark or other dose. Rule as the data show it, unless noted: active = inhibition above about 50%; inactive = the rest. The list is partial (hit frequency here may not be typical).

# | Compound | NOD2 inhibition | TNAP activators | GPR55 beta-arrestin | NTR1 ag | NTR1 ag cell count 20 µM | CSM14.1 death rescue | NOD1 inhibition | Yfh1-depleted yeast | KOR beta-arrestin-1 | KOR beta-arrestin-2
1 | CCN(CC)S(=O)(=O)c1ccc(NN=C2CCN(C(C)C)CC2)c([N+](=O)[O-])c1 | -6.1% | nt | -0.1% | 1.0 | 61 | nt | -7.7% | i | -1.6% | 7.2%
2 | Nc1ccc(C(=O)NCCCCCCNC(=O)c2ccc(N)cc2)cc1 | -3.5% | nt | -0.1% | 0.8 | 47 | nt | -4.1% | nt | 0.0% | 13.0%
3 | COc1ccc(-c2c(-c3ccc4c(c3)OCO4)noc2C)cn1 | -7.2% | nt | 0.0% | 1.6 | 66 | nt | -4.2% | nt | 1.8% | -11.9%[20 µM]
4 | COc1cnn(-c2ccc(C)cc2)c(=O)c1SCc1ccccc1 | -50.7% | 1.1 | -0.1% | 2.8 | 38 | -1.8% | -88.9% | i | 3.6% | 2.8%
5 | CC1CCCN(S(=O)(=O)c2ccc3c(c2)n(C)c(=O)c(=O)n3C)C1 (configuration not stated) | 15.0% | nt | 0.3% | -0.2 | 56 | nt | 4.0% | i | 1.3% | -6.4%
6 | O=C(CC1(O)C(=O)c2ccccc2C1=O)c1ccccc1 | 9.8% | 1 | 0.2% | -1.1 | 88 | -2.9% | -12.4% | i | 6.6% | -28.8%
7 | COc1ccccc1OCC(=O)NCC1CCCN(Cc2cnn(C(C)C)c2)C1 (configuration not stated) | -10.6% | nt | 0.2% | 0.5 | 74 | nt | -18.8% | nt | 4.7% | -0.3%
8 | CCC(C)[C@H](NC(=O)N1CCCC1)C(=O)O (some centres not stated) | 10.1% | 1 | 0.6% | 0.0 | 42 | 0.3% | -8.4% | i | -7.6% | -4.6%
9 | CCOc1ccc(/C=N/n2c(C)nnc2C)cc1OC | 8.0% | 1.1 | 0.2% | 0.5 | 54 | 0.6% | -31.3% | i | -3.9% | 3.2%
10 | COc1ccc(/C=N/Nc2nncc3ccccc23)cc1 | -94.5% | 0.9 | 1.2% | -0.1 | 76 | -6.1% | 0.2% | i | -0.4% | 12.3%
11 | CC(C)(C)NCc1cc(Br)ccc1OCc1cccs1 | 4.8% | 1.1 | ? | -3.6 | 34 | -3.0% | -11.4% | i | 2.7% | 11.3%
12 | Cc1nc2nc[nH]n2c(=O)c1NS(C)(=O)=O | 1.0% | 1.1 | -0.1% | -2.6 | 47 | 5.9% | 2.3% | i | -3.6% | -10.2%
13 | O=C(Nc1ccc(N2CCOCC2)c2nonc12)C1CCCC1 | -26.1% | 0.9 | 0.2% | -0.1 | 61 | -3.0% | -56.7% | i | 3.4% | -12.4%
14 | CCN(CC)C(=O)CSc1ccccc1N | 6.4% | 1.1 | -0.1% | -1.6 | 36 | -2.2% | -20.2% | i | -2.1% | 1.8%
15 | CCOc1ccccc1OCC(=O)N/N=C(\C)Cc1ccc(OC)cc1 | -23.3% | 1.1 | -0.3% | -1.6 | 72 | -0.8% | 23.6% | i | 2.9% | 5.8%
16 | CCC(=O)N1c2ccccc2[C@@H](N(C(C)=O)c2ccccc2)C[C@H]1C | -13.2% | 1 | 0.2% | -0.7 | 79 | 3.8% | -42.2% | i | 3.6% | -12.8%
17 | Cc1csc(NC(=O)c2ccc(S(=O)(=O)N3CCCC3)cc2)n1 | 1.7% | nt | -0.1% | 3.5 | 60 | nt | 5.1% | i | -1.6% | 29.9%
18 | C=CCOc1ccc(C=Nc2cccc(Cl)c2)c(O)c1 | 7.6% | 1 | 0.0% | -0.7 | 75 | -1.4% | 20.1% | i | 20.6% | -33.7%
19 | O=C(CSc1ncccn1)N1CCc2ccccc2C1 | 4.1% | 1.1 | 0.3% | -0.9 | 92 | 0.5% | -12.4% | i | nt | 9.3%
20 | COc1ccccc1N1C(=O)CC(N2CCN(c3ccc(Cl)cc3)CC2)C1=O (configuration not stated) | 9.1% | nt | 0.3% | -1.0 | 56 | nt | -52.0% | nt | -6.8% | 19.0%[20 µM]
21 | CCOc1ccccc1OCCn1ncc2ccc(OC)c(OC)c2c1=O | 10.2% | 1.1 | -0.2% | -1.7 | 74 | -2.1% | -7.4% | i | 1.1% | -6.2%
22 | Cc1cc(C)c(OCC(=O)Nc2ccccc2N2CCOCC2)c(C)c1 | 14.2% | 1.1 | -0.2% | 23.4 | 52 | 2.5% | 20.6% | i | 4.5% | 9.1%
23 | Cn1c(CC(=O)Nc2ccccc2)n[nH]c1=S | -6.3% | 1 | 0.2% | -0.9 | 62 | -0.2% | -4.0% | i | nt | -14.2%[20 µM]
24 | CCC(C)(C)n1nnnc1C(C(C)C)N1CCN(C)CC1 (configuration not stated) | 6.6% | 1.1 | 0.3% | 0.3 | 51 | -0.7% | 5.3% | i | 4.0% | 13.9%
25 | CCOC(=O)c1cc(-c2ccccc2)nn1CCC#N | -1.5% | 1 | -0.4% | 1.0 | 57 | -0.1% | -0.7% | i | 4.9% | -25.5%
26 | COc1ccc(OC)c(NC(=S)NCc2ccc(S(N)(=O)=O)cc2)c1 | -1.2% | 1.1 | -0.1% | -0.4 | 31 | 0.0% | -11.6% | i | nt | -0.7%[20 µM]
27 | CCCn1c(CNC(=O)Cc2ccccc2)nc2ccccc21 | -10.3% | 1 | 0.2% | -0.6 | 74 | nt | nt | i | -0.7% | 26.4%
28 | CCC(C)(C)n1nnnc1C(c1ccc(C)cc1)N1CCN(Cc2cccnc2)CC1 (configuration not stated) | -26.8% | 1 | -0.2% | -1.4 | 36 | -2.7% | -7.1% | i | 4.3% | -11.7%
29 | CC(=O)N/N=C(\C)CC(=O)Nc1ccc2c(c1)OCCO2 | 11.6% | 1 | 0.1% | 0.4 | 90 | -0.1% | -25.3% | i | -2.3% | -35.2%[20 µM]
30 | Cc1ccc(S(=O)(=O)Nc2c(C)ccc3nsnc23)cc1 | 10.3% | 1.1 | -0.3% | -0.6 | 72 | -0.9% | -14.1% | i | 6.0% | 27.2%
31 | CC(C)CCNC(=O)C1CCC(CNc2c(N3CCC(C)CC3)c(=O)c2=O)CC1 (configuration not stated) | 12.7% | nt | 0.0% | -0.1 | 58 | nt | -7.4% | i | 3.0% | 16.5%
32 | CCOC(=O)c1cc(NC(=O)CN2CCCC2)cc(C(=O)OCC)c1 | 18.0% | nt | -0.1% | -0.6 | 50 | nt | -6.0% | nt | 0.9% | -10.2%
33 | O=C(Nc1ccccc1Cl)c1cccc(COc2cc(Cl)ccc2Cl)c1 | -65.6% | 1.1 | -0.1% | 0.1 | 66 | 0.2% | -0.2% | nt | 0.0% | -63.5%
34 | CCOC(=O)c1ccc(NC(=O)c2cc(S(=O)(=O)N3CCOCC3)ccc2O)cc1 | 6.3% | 1.1 | -0.1% | 1.1 | 48 | -0.9% | -17.6% | i | 1.9% | -1.2%
35 | Cc1c(/N=C(\[O-])Nc2ccc(Br)cc2)sn[n+]1C | -145.5% | nt | 0.6% | 0.8 | 51 | nt | -8.8% | i | 1.4% | nt
36 | CCN(C(=O)COC(=O)c1ccc(COc2ccc3c(C)cc(=O)oc3c2)cc1)C1CCS(=O)(=O)C1 (configuration not stated) | -5.1% | 1.2 | -0.3% | -0.2 | 54 | 1.1% | -39.4% | i | -3.4% | -11.3%
37 | O=S(=O)(c1cc(Cl)ccc1Cl)N1CCN(c2ccccn2)CC1 | -15.7% | nt | -0.1% | 2.5 | 51 | nt | 42.1% | nt | 0.2% | -5.0%
38 | CCN1CCN(Cc2cc(=O)oc3ccc(Cl)cc23)CC1 | 0.4% | 1.1 | -0.1% | -1.4 | 80 | 1.1% | -12.2% | i | 0.6% | -9.5%
39 | COCCN1Cc2cccc(C(=O)NCCCN3CCCC3=O)c2C1=O | 21.0% | nt | 0.3% | -0.3 | 59 | nt | -2.0% | i | 9.5% | 13.7%
40 | CCc1nnc(NC(=O)CSCc2cc(=O)n3cc(C)sc3n2)s1 | 8.5% | nt | 0.3% | -0.2 | 38 | nt | -27.1% | nt | -4.1% | 9.3%
41 | CN(C(=O)CSc1nc2cc(Cl)ccc2c(=O)n1Cc1ccco1)C1CCS(=O)(=O)C1 (configuration not stated) | 13.0% | 1 | -0.4% | -0.7 | 61 | -0.5% | -14.6% | i | 0.5% | -5.0%
42 | N#C/C(=C/c1ccc(O)c(O)c1)C(=O)NCc1ccc(Cl)cc1 | -9.9% | nt | 0.7% | 6.4 | 50 | nt | 47.2% | nt | 11.6% | -19.3%
43 | Cc1cccn2c(=O)c(/C=C(\C#N)C(N)=O)c(N3CCN(c4ccccc4)CC3)nc12 | 8.2% | nt | 0.5% | 4.7 | 89 | nt | -1.8% | nt | -5.6% | -16.7%
44 | CC1CCCN(C(=O)C2c3ccccc3C(=O)N3CCc4ccccc4C23)C1 (configuration not stated) | -19.9% | 1.1 | -0.1% | 0.8 | 75 | -0.3% | -16.6% | i | -0.1% | 6.8%
45 | CCC(C)n1c(=N)c(C#N)cc2c(=O)n3cc(C)ccc3nc21 (configuration not stated) | 16.7% | 1 | -0.1% | 0.3 | 34 | 0.9% | -6.8% | i | nt | -8.6%[20 µM]
46 | CCOC(=O)c1ccc(NC(=O)CSCC(=O)OCC(=O)c2ccccc2)cc1 | 1.8% | 1.2 | 1.0% | -1.2 | 79 | 0.8% | -26.9% | i | 2.1% | -29.8%
47 | O=C(CCl)Nc1cccc(S(=O)(=O)NC2=NCCC2)c1 | 36.4% | nt | -0.1% | 1.4 | 66 | nt | 64.9%* | i | 3.2% | 8.6%
48 | COc1ccccc1N/C(N)=N/c1nc(CSc2ccc(C)cc2)cc(=O)[nH]1 | 24.8% | 1.3 | 0.3% | 1.0 | 73 | 0.8% | 53.0%* | i | -9.4% | -21.1%
49 | O=C(CCS(=O)(=O)c1ccc(Br)cc1)NCCc1ccc(Cl)cc1 | 7.1% | nt | 0.0% | 0.5 | 49 | nt | 1.7% | nt | -4.4% | -19.0%
50 | CCC1CCCCN1S(=O)(=O)c1ccc(NC(=O)c2cccs2)cc1 (configuration not stated) | -11.5% | 1.1 | 1.4% | 5.7 | 59 | 0.9% | -29.4% | i | -7.2% | -171.3%
51 | O=C(O)CC1(CC(=O)NCc2ccc(Cl)cc2)CCCCC1 | 8.7% | nt | 0.0% | -0.7 | 78 | nt | -0.6% | nt | -2.6% | 16.7%
52 | COc1cccc2c1OC1(CCN(C(C)C)CC1)N1N=C(c3cccnc3)CC21 (configuration not stated) | -36.7% | nt | 0.0% | -0.6 | 31 | nt | -5.8% | i | 4.3% | -30.6%
